High-throughput results from PubChem.
All columns: NCI-60 one-dose screen, growth in % after 48 h at 10 µM unless noted; 100 = growth as untreated, 0 = no growth, -100 = all killed.
OVCAR-5 = OVCAR-5 ovarian cancer; 2.9% of 82,000 active
OVCAR-8 = OVCAR-8 ovarian cancer | 4.4% of 81,000 active | AID 1794782
CAKI-1 = CAKI-1 renal cancer; 4.7% of 75,000 active; AID 1794772
TK-10 = TK-10 renal cancer cells. 3.9% of 81,000 active. AID 1794769
OVCAR-3 = OVCAR-3 ovarian cancer; 7% of 79,000 active
A498 = A498 renal cancer cells | 5.4% of 76,000 active | AID 1794774
RXF 393 = RXF 393 renal cancer cells; 6.9% of 77,000 active
ACHN = ACHN renal cancer. 4.9% of 81,000 active. AID 1794771
* = called active by the depositor; nt = no result given; & = joins results of further samples; ! = not active in a repeat. How the source made its calls: active means growth percent below 10; inactive means the rest.

SMILES	OVCAR-5	OVCAR-8	CAKI-1	TK-10	OVCAR-3	A498	RXF 393	ACHN
c1ccc(CCN2CCC(COC(c3ccccc3)c3ccccc3)C2)cc1 (stereo not drawn)	73	79	nt	74	71	78	71	nt
Nc1ccc(F)cc1	101	105	116	114	111	109	121	99
C#CCOc1ccccc1/C=N/Nc1nc(-c2ccc(Br)cc2)cs1	95	97	93	143	95	82	96	93
N#Cc1ccc(OCc2nc(N)nc(N)c2-c2ccc(Cl)c(Cl)c2)cc1	37	19	14	41	46	38	46	19
O=S(=O)(Nc1ncccn1)c1ccc(Nc2nc(O)c(/C=C3\C=Nc4ccccc43)s2)cc1	109	95	nt	102	117	96	102	nt
O=C(Cn1nc(-c2ccccc2)ccc1=O)NNC(=S)NC1CCCCC1	105	112	99	109	122	121	nt	102
CCCCCCN(CCCCCC)C(C)=O	107	101	100	106	106	nt	111	110
N#C/C(C(=O)c1ccccc1)=C1/C(=O)Nc2ccc(Br)cc21	107	99	84	142	107	97	111	89
Cc1cc(=O)[nH]c(SCC(=O)Nc2ccc(-c3nc4ccccc4[nH]3)cc2)n1	102	102	102	105	108	103	115	100
CCOc1ccccc1NC(C)=O	nt	101	103	121	109	101	107	99
O=C(O)c1ccc(-n2cc(C(=O)O)c(-c3ccc(F)cc3F)n2)cc1	105	110	nt	90	109	100	118	nt
O=C(NNC(=O)c1ccncc1)Nc1cccc2ccccc12	92	101	102	103	122	109	106	98
CCC(C)N(c1ccc(Cl)cc1)c1nc(-c2ccc(Br)cc2)cs1 (stereo not drawn)	103	97	71	131	107	95	121	96
CCOC(=O)c1cc(C(=O)c2cc(OC)cc(OC)c2)n2c1ccc1c3cccnc3ccc12	102	99	nt	127	104	108	102	101
COc1ccc(C#Cc2ccc(=O)oc2-c2cc(OC)c(OC)c(OC)c2)cc1O	43	70	23	82	-4.9*	57	58	62
CCOC(=O)CCCN1C/C(=C\c2ccc(Cl)cc2)C(=O)c2ccccc21	91	100	92	102	110	133	100	99
CCCCCCCCn1ccc2cc(NC(=O)CN3CCN(c4cc(C)nc(N5CCCCCC5)n4)CC3)ccc21	94	80	89	105	90	109	67	91
Cn1c(N)c(C(=O)/C=C/c2ccccc2)c(=O)[nH]c1=O	122	89	111	129	121	96	100	125
Oc1ccc(/C=C2\CCCc3cc4ccc(O)cc4[o+]c32)c(O)c1	122	-57*	40	92	-45*	130	nt	29
Nc1ccc(S(=O)(=O)Nc2cccc(NS(=O)(=O)c3ccc(N)cc3)c2)cc1	94	104	96	101	114	108	119	97
O=C(Cn1cc(CN2CCN(c3ccnc4cc(Cl)ccc34)CC2)nn1)Nc1ccc(Br)cc1	88	73	49	85	68	69	82	26
Nc1cccc(-c2ccccc2Oc2ccc3nnc(Cl)n3n2)c1	94	99	87	104	nt	96	98	100
NS(=O)(=O)c1ccc(-n2ncc3c(Nc4ccccc4)ncnc32)cc1	86	82	38	71	96	99	11	86
CCCCCCc1cn(C(C)c2ccc(OC3CCCCC3)c(OC)c2)nn1 (stereo not drawn)	102	83	52	90	75	68	90	78
Cc1ccccc1C(O)c1ccccc1 (stereo not drawn)	nt	115	91	101	107	99	90	98
COc1cc(-c2c(-c3ccccc3)c[nH]c2C(=O)NCCO)c(OC)c2c1OCO2	101	100	91	112	100	77	99	102
N=c1c(S(=O)(=O)c2ccccc2)cc2c(=O)n3ccccc3nc2n1Cc1cccnc1	97	105	88	111	105	52	100	99
CCCCCCC(CC#N)(CCC)CCCC (stereo not drawn)	98	105	nt	102	119	100	106	99
C[N+](C)(C)CCNC(=O)c1ccc(OCc2ccccc2F)cc1	102	102	98	106	119	107	123	103
CCOC(=O)c1nn(-c2ccccc2)/c(=N\N=C\c2coc3ccc(F)cc3c2=O)s1	105	105	83	101	106	92	110	96
COc1cc(CNS(=O)(=O)c2ccc(C)cc2)ccc1OCc1cn(-c2ccccc2[N+](=O)[O-])nn1	103	102	93	114	111	98	103	100
NC(N)=N/N=C(\N=Nc1ccccc1)c1ccc(Cl)cc1	25	26	1.7*	66	13	15	42	25
CC(C)CCN1C(=O)CC(NNC(=O)c2cc3ccccc3cc2O)C1=O (stereo not drawn)	97	74	84	84	81	85	63	67
COc1cc(C)c(OC)c2c1OCO2	106	103	98	108	117	nt	106	99
COc1ccc(-n2ncc3c2ccc2cc(S(=O)(=O)c4ccccc4)c(=O)n(C)c23)cc1	98	65	89	86	91	70	68	75
O=C(O)C(Cc1ccc(O)cc1)N1C(=O)/C(=C\c2ccc(-c3ccc(Cl)cc3)o2)SC1=S (stereo not drawn)	102	103	95	122	110	116	108	102
OCc1cn(-c2ccc(Cl)cc2)nc1-c1ccc(O)cc1	100	106	nt	102	108	97	107	nt
NNC(=O)Cc1ccc2ccccc2c1	87	99	96	109	110	89	113	99
CCCNNC(=O)c1ccc(-c2ccc(NC(=O)CCCCCCC(=O)N[C@H](C(=O)N3C[C@H](O)C[C@H]3C(=O)N[C@@H](C)c3ccc(-c4scnc4C)cc3)C(C)(C)C)cc2)cc1	27	33	62	2.2*	30	-14*	-33*	78
O=C(Nc1ccccc1)OCC(CN1CCCCC1)OC(=O)Nc1ccccc1 (stereo not drawn)	97&105	95&93	86&72	104&93	101&91	69&79	87&60	93&73
COc1ccc(NC(=O)NNC2=NC(c3ccc(Cl)cc3)C(C(C)=O)=C(C)N2)cc1 (stereo not drawn)	102	101	93	151	134	127	nt	99
COC(=O)[C@H]1Cc2c([nH]c3ccccc23)[C@H](c2cccnc2)N1	93	105	88	101	110	106	108	97
COc1cc(-c2cc(/C=C/C(=O)c3ccc(F)c(F)c3)[nH]n2)cc(OC)c1OC	76	58	6.4*	nt	50	61	77	37
COc1ccc2c(=O)cc(-c3ccccc3)[nH]c2c1	46&49	8.2*!	25	64&48	-45*	51	7.4*	52&54
COc1ccc2c(c1)C(C)Cc1c(NCc3ccccc3)ncnc1N2C (stereo not drawn)	102	72	85	92	110	84	98	93
COc1cc(-c2cc(-c3nc4ccc(Cl)cc4[nH]3)[nH]n2)cc(OC)c1OC	97	3.7*	35	67	58	39	47	52
Cn1cc(-c2nc(N)nnc2-c2ccccn2)c2cc(Cl)ccc21	91	95	91	129	109	118	96	88
Nc1nc2c(nc(I)n2[C@@H]2O[C@H](CO)[C@@H](O)[C@H]2O)c(=O)[nH]1	96	103	93	105	102	nt	97	103
O=[N+]([O-])c1ccc(/C=N\N=C\c2ccc([N+](=O)[O-])cc2)cc1	117	95	95	119	114	99	119	106
N#CC1(C#N)C2=C(CCCC2)NC(c2c(F)cccc2Cl)C1(C#N)C#N (stereo not drawn)	88	87	nt	100	20	51	78	84
CN(N=O)C(=O)c1ccccc1C(=O)N(C)N=O	100	107	105	107	110	nt	117	108
O=C1c2cccc3cccc(c23)C(=O)N1Nc1nc(N2CCCCC2)nc(N2CCOCC2)n1	96	95	87	139	97	52	101	96
CCCC[S+](CC)CC(=O)c1ccc(-c2ccccc2)cc1 (stereo not drawn)	105	98	nt	97	100	101	101	105
NS(=O)(=O)/N=C1\NC(=O)NC1=C(Cl)Cl	112	104	95	106	109	115	118	106
COc1ccc(C2CC(=O)N(c3cc(OC)c(OC)c(OC)c3)C3=NC(=O)N(C)C32)cc1 (stereo not drawn)	106	105	93	105	112	100	nt	103
COC(=O)[C@]1(C(C)C)N[C@H](c2cn(-c3ccccc3)nc2C)[C@@H]2C(=O)N(c3ccc(C)cc3)C(=O)[C@@H]21	96	nt	95	97	118	102	130	97
COc1cc(-c2cc(-c3ccccc3)[nH]c(=O)c2C#N)cc(OC)c1OC	104	94	81	nt	116	95	101	88
C[C@@H]1O[C@H](/C=C\c2ccccc2)[C@@H](O)[C@H]1O	110	107	97	91	126	nt	110	108
CSc1ccc(SC2c3ccc(O)cc3Oc3nc(N)c(C#N)c(N)c32)cc1 (stereo not drawn)	140	98	nt	75	98	81	114	104
CN(c1ccccc1)S(=O)(=O)c1ccc2ccccc2c1	96	100	93	90	105	81	102	103
Next section.
SMILES	OVCAR-5	OVCAR-8	CAKI-1	TK-10	OVCAR-3	A498	RXF 393	ACHN
COC(/C=C/c1ccc([N+](=O)[O-])cc1)OC	100	84	102	103	120	111	88	107
COCCn1cc(-c2nc(-c3cc4cccnc4n3CCOC)cs2)c2cc(OC)ccc21	24	61	70	14	4.6*	67	66	68
O=S(=O)(O)c1ccc(O)cc1	101	106	129	106	124	100	121	101
Clc1ccc(Cc2nnc3sc(-c4cccnc4)nn23)cc1	95	97	84	nt	107	84	86	97
O=c1[nH]cnc2c(-c3nc4ccccc4s3)c(Nc3ccccc3)sc12	95	95	95	126	102	110	109	86
Cc1cc(Cl)cc2sc(C(=O)O)c(N)c12	99	104	100	113	110	103	120	101
COc1cccc(-n2cc(-c3nc(Cl)c4ccccc4n3)nn2)c1	109	109	99	105	105	73	nt	112
OCc1ncc(-c2ccc(C(F)(F)F)cc2)c(NCCCC(F)(F)C(F)(F)C(F)(F)C(F)(F)C(F)(F)C(F)(F)C(F)(F)C(F)(F)F)n1	102	100	97	109	106	85	94	108
CCN(CC)CCCCNc1ccc(NCCCCN(CC)CC)c2c1C(=O)c1ccccc1C2=O	114	73	81	58	91	110	75	88
Cc1ccc(C(=O)Nc2ccc(CN3CCN(C)CC3)c(C(F)(F)F)c2)cc1C#Cc1cncc2ncccc12	-94*	-77*	2.0*	-99*	25	-95*	-96*	-99*
COc1ccc(-c2nc(-c3nc4ccc(F)cc4[nH]3)cc3c2[nH]c2ccccc23)cc1	78	14	15	nt	42	26	57	32
CC(C)(C)CC(C)(C)Nc1c(-c2ccc(-c3ccccc3)cc2)nc2ccccn12	93	91	65	89	76	90	nt	91
N#Cc1cccc(F)c1	83	109	95	106	126	129	114	96
Cn1c(=O)c2[nH]c(CCCCC(=O)O)nc2n(C)c1=O	112	101	106	98	113	113	127	103
Cc1ccc(-c2nn(C)c(=O)c3noc(-c4ccc(C)cc4)c23)cc1	57	44	38	47	8.7*	26	14	44
CCOC(=O)c1[nH]cc(-c2ccc(OC)cc2)c1-c1cc(OC)cc(OC)c1	96	97	61	85	95	89	100	96
O=C(CCn1cnc2c(cc(-c3ccccc3)n2-c2ccncc2)c1=O)Nc1ccccc1	107	108	90	122	104	91	99	111
Cc1nc(-c2ccc(Cl)cc2)ccc1-c1nnc(SCC(=O)c2ccccc2)o1	104	102	94	197	nt	98	114	99
O=C(CSc1nc2ccccc2[nH]1)Nc1ccc(F)cc1	89	91	73	95	91	41	98	95
CCn1c2ccc(O)cc2c2c(C)c3c[n+](C)ccc3c(C)c21	89	32	85	46	38	nt	57	61
CC(Sc1nc2sc3c(c2c(=O)n1-c1ccc(Cl)cc1)CCCC3)C(=O)Nc1nc(-c2ccc(Cl)cc2)cs1 (stereo not drawn)	94	100	91	108	106	nt	96	102
CSc1nnc2c3ccccc3n(Cc3ccccc3)c2n1	94	108	100	nt	104	74	93	96
COc1ccc(-c2nnc3ccc(N/N=C/c4ccc(C)cc4)nn23)cc1	115	41	55	83	16	109	62	59
O=C(O)CNC(=O)Cc1ccccc1	101	113	101	113	109	110	109	111
C=CCOC(=O)C1=C(C)NC2=C(C(=O)CCC2)C1c1ccccc1 (stereo not drawn)	99	94	88	108	103	92	98	97
Nc1ccc2c(S(=O)(=O)O)cccc2c1S(=O)(=O)O	109	103	85	96	105	94	128	108
Cc1c(-c2nnc(-c3ccccc3)o2)nnn1-c1ccc([N+](=O)[O-])cc1	108	104	95	106	111	nt	106	102
CCCCC(O)Cn1ncc(C(=O)OCC)c1NC(=O)Nc1ccccc1F (stereo not drawn)	102	103	84	103	107	nt	109	98
COC(=O)C1C2CC3c4[nH]c5cc(OC)ccc5c4CCN3CC2CC(OC)C1OC (stereo not drawn)	100	106	100	110	129	126	134	108
C=CCn1cc(-c2nc3ccccc3s2)c2cc(-c3ccc4c5c(cccc35)C(=O)N(CCO)C4=O)ccc21	93	91	75	138	105	113	100	94
COc1cccc(NC(=O)c2sc3nc4c(cc3c2N)C(O)CCC4)c1 (stereo not drawn)	50	18	34	80	-35*	-7.4*	-0.4*	42

Only part of the results is shown. The share of hits here may be higher or lower than overall.
